TAG inh: inhibitors of triacylglycerol accumulation | H9c2 cells, Nile Red lipid (TAG) fluorescence; cells loaded with 200 µM oleic acid | 230,000 compounds, 0.66% hits | inhibition, % at 12.5 µM;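 active means pattern-corrected inhibition of lipid staining of at least 50% with the nuclear-stain viability signal not falling by more than 50%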;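 further: 0% = DMSO wells and 100% = triacsin C control wells; some results filed as inactive read as strong as hits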
TAG inh DAPI viability: second read-out of TAG inh, no call of its own (marks repeat the call); DAPI nuclei signal change (viability), lower = more cytotoxic, %;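 whole-well DAPI fluorescence read on a plate reader as a viability signal; minus 50 percent equals half of cells still viable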
The depositor's hits bear a star; & = joins results of further samples.

SMILES	TAG inh	TAG inh DAPI viability
CC(=O)OC1CCC2(C)C(=CCC3C2CCC2(C)C3CC3ON=C(C)C32)C1 (stereo not given)	-6	-1
Cc1ccc([N+](=O)[O-])cc1NC(=O)c1ccc(-c2ccccc2)cc1	-4	-8
CN(C)c1nnnn1-c1ccc(Oc2ncc(C(F)(F)F)cc2Cl)cc1	-1	1
O=C(Nc1cccc([N+](=O)[O-])c1)ONC1=NCCCCC1	24	-24
Cc1ccc(C(=O)NC(=S)NCC2CCCO2)cc1[N+](=O)[O-] (stereo not given)	30	-7
C=CCn1c(C)nnc1SCC(=O)Nc1cc(S(=O)(=O)N2CCCC2)ccc1Cl	-9	-2
CCCCCC(=O)N1CCN(CCN=CC2=C(O)CC(c3ccco3)CC2=O)CC1 (stereo not given)	1	0
COc1ccc(C2(CNC(=O)c3cc(OC)c(OC)c(OC)c3)CCCC2)cc1OC	9	-4
COC(=O)c1nc(NC2=NCCCCC2)n[nH]1	0	-12
O=C(c1ccccn1)N(CC1CCCO1)C1(C(=O)NC2CCCCC2)CCCCC1 (stereo not given)	-8	-2
O=C(COc1ccccc1-c1ccccc1)NCCN1C(=O)S/C(=C\c2cccnc2)C1=O	14	-8
O=c1oc(-c2ccccc2)nc2c1C1(CCCCC1)Cc1ccccc1-2	16	-4
Clc1ccccc1-c1cc2nc(NCCCn3ccnc3)ccn2n1	8	3
CCC(=O)Nc1ccc(N2CCCCC2)c(C(=O)Nc2ccc(OC)cc2)c1	30	-1
O=C(CSc1cccc[n+]1[O-])NCC1CCCCC1	-10	2
CCN(CC(=O)Nc1ccc(OC)cc1)C(=O)CSCC(=O)Nc1cc(C)on1	-1	4
CCOc1ccccc1/C=c1\sc2nc(-c3ccco3)nn2c1=O	4	-1
C#CCC(NC(=O)c1ccc(C(F)(F)F)cc1)C(=O)NCCC (stereo not given)	-1	6
Cc1cc(C)cc(NC(=O)C2CCN(S(=O)(=O)c3ccc4[nH]c(=O)ccc4c3)CC2)c1	26	-3
CSc1ccc(Cl)c(C(=O)OCC(=O)NC2CC2)c1	-2	-1
CCC1(CC)Cc2ccccc2-c2nc(NCCCO)[nH]c(=O)c21	8	11
Cc1cc(C(=O)N2CCC(C(F)(F)F)n3nccc32)on1 (stereo not given)	8	-8
O=C(C1Cc2ccccc2CN1S(=O)(=O)c1cccs1)N1CCCCCC1 (stereo not given)	-4	-8
O=C(COc1ccc2ccccc2c1)N1CCN(C(=O)c2ccco2)CC1	-18	5
CCOC(=O)Cc1csc(SCC(=O)NC2CCC(C)CC2)n1 (stereo not given)	-4	9
O=C(Cc1ccc(Br)cc1)Nc1ncc([N+](=O)[O-])s1	8	-8
COC(=O)C1CC(C(=O)OC)C2C(C(=O)OC)CC(C(=O)OC)C12 (stereo not given)	-3	8
CCOC(=O)C1C(=O)NC(N2CCN(c3ccccc3)CC2)=NC1c1ccco1 (stereo not given)	18	3
COc1ccc2nc(NCCNC(=S)NCCCN3CCOCC3)c(C#N)cc2c1	-1	27
CC(=O)Nc1cc(-c2ccc(F)cc2)cn2c(-c3ccc(F)c(Cl)c3)cnc12	-2	-7
CC(=O)C1=C(C)NC(=O)NC1c1cccc(O)c1 (stereo not given)	2	1
CCOC(=O)c1cc2c(ccn2C)n1CC(=O)N1CCN(c2cccc(C(F)(F)F)c2)CC1	7	-22
Cn1cccc1CC(=O)NNC(=O)Nc1ccccc1F	4	-5
CCOC(=O)CNC(=O)C(=O)c1c(O)[nH]c2ccccc12	-19	8
CCOC(=O)C1CCN(C(=O)C2CCN(c3nc4ccc(OC)cc4s3)CC2)CC1	13	1
COc1cc(OC)cc(C(=O)Nc2ccc(C(=O)c3ccncc3)cc2)c1	6	-6
Cc1ccc(S(=O)(=O)c2nc(-c3ccc(F)cc3)oc2SCC(N)=O)cc1	-14	9
Nc1nc(NCCCN2CCOCC2)nc(Nc2ccccc2F)c1[N+](=O)[O-]	-2	1
O=C(Nc1ccccc1)c1ccc(CSc2ncccn2)cc1	12	-2
COc1ccc(/C=N/NC(=O)c2ccc(COc3ccccc3Cl)o2)cc1	-5	16

Profiles, looked up by structure. Values in the order: TAG inh	TAG inh DAPI viability
CCOC(=O)Cc1csc(SCC(=O)NC2CCC(C)CC2)n1 (stereo not given) is entered as -4	9
O=C(C1Cc2ccccc2CN1S(=O)(=O)c1cccs1)N1CCCCCC1 (stereo not given) is entered as -4	-8
CCOC(=O)c1cc2c(ccn2C)n1CC(=O)N1CCN(c2cccc(C(F)(F)F)c2)CC1 is entered as 7	-22
Cc1cc(C(=O)N2CCC(C(F)(F)F)n3nccc32)on1 (stereo not given) is entered as 8	-8

(continued)
SMILES	TAG inh	TAG inh DAPI viability
CN(C)c1oc(-c2cccs2)nc1C#N	12	51
Fc1cccc(F)c1CSc1nc2ccccc2[nH]1	2	5
CCc1cccc(C)c1NC(=O)C1C2CCC(O2)C1C(=O)O (stereo not given)	-10	-13
Cc1onc(-c2ccccc2)c1-c1nnc(CN2CCN(S(=O)(=O)c3ccccc3)CC2)o1	-14	6
COc1cc(OC)c(NS(=O)(=O)c2cccc(C(=O)OCC(=O)NCC3CCCO3)c2)cc1Cl (stereo not given)	-4	-7
Cc1c(C(=O)NN)sc(=S)n1C	5	2
CCc1nnc(NC(=O)C(NC(=O)c2ccccc2Cl)C(C)C)s1 (stereo not given)	-5	-4
CC(C)CNC(=S)N1CCC(NC(=O)C23CC4CC(CC(C4)C2)C3)CC1	2	-8
CC(C)(C)OC(=O)Nc1ncnc2c1ncn2C1OC(CO)C2OC(C)(C)OC21 (stereo not given)	-14	1
COc1ncnc2c1ncn2CC1COC(C)(C)O1 (stereo not given)	5	0
CC(=O)Nc1cccc(-c2ccnc3c2CC(C(=O)Nc2ccc(Cl)cc2)O3)c1 (stereo not given)	-1	-8
Cc1ccc(C(=O)N2CCC3(CC2)Oc2ccc(F)cc2C(=O)C32CC(c3ccc(Cl)cc3)=NO2)s1 (stereo not given)	25	-1
CNC(C)C#Cc1ccc2oc3cc(C)c(C)cc3c(=O)c2c1 (stereo not given)	21	12
COCCN(C(=O)CSc1nnc(-c2cccc(Cl)c2)n1N)c1c(N)n(CC(C)C)c(=O)[nH]c1=O	-12	9
CC(C)OC(=O)c1nnc(Cc2ccc(F)cc2)o1	-4	0
c1ccc(-c2cn(-c3ccccc3)c3ncnc(NCCCN4CCOCC4)c23)cc1	-5	20
COc1ccc(CCN(C)C(=O)c2cc(-c3ccccc3)nc3ccccc23)cc1OC	0	4
CCN(CCO)Cc1csc2c(Br)cccc12	4	12
COc1ccc(OC)c(-c2cc(C(=O)N3CCN(c4ccccc4)CC3)no2)c1	-7	1
C[C@H](CO)N1C[C@H](C)[C@@H](CN(C)C(=O)Nc2ccccc2)Oc2ncc(-c3ccc(C#N)cc3)cc2C1=O	-15	6

An excerpt from above in order of heavy-atom count, highest first.
SMILES	TAG inh	TAG inh DAPI viability
Cc1onc(-c2ccccc2)c1-c1nnc(CN2CCN(S(=O)(=O)c3ccccc3)CC2)o1	-14	6
CNC(C)C#Cc1ccc2oc3cc(C)c(C)cc3c(=O)c2c1 (stereo not given)	21	12
CCN(CCO)Cc1csc2c(Br)cccc12	4	12

(next part)
Compound,TAG inh,TAG inh DAPI viability
O=c1ccn([C@@H]2O[C@H](COS(=O)(=O)O)[C@@H](O)[C@H]2O)c(=O)[nH]1,-13,-8
Cc1cc(NC(=O)CSc2nnnn2Cc2ccccc2)no1,12,-8
CC(C)C[C@@H]1CN=C(N)N1C[C@@H]1CCCN1C[C@@H](C(C)C)N1C[C@@H](Cc2ccccc2)N(CCc2ccc(Cl)c(Cl)c2)C1=N,-16,29
CCN(CC)C(=O)N1CCN(S(=O)(=O)c2ccccc2)CC1,13,-9
Nc1nc(SCc2ccccc2[N+](=O)[O-])c2ncn(Cc3ccccc3)c2n1,12,-7
COc1cccc(-n2c(SCC(=O)N3CCOCC3)nnc2-c2c[nH]c3ccccc23)c1,8,-7
Oc1cc(CNC2CCCCC2)c(O)cc1CNC1CCCCC1,7,9
CN(C(=O)c1ccc(NC(=O)Cc2cccc([N+](=O)[O-])c2)cc1)C1CCCC1,-42,7
O=C(NNC(=O)c1cc2cc(OC(F)(F)F)ccc2[nH]1)c1ccc(Cl)cc1,3,-1
O=C(CCCN1C(=O)S/C(=C/C=C/c2ccccc2)C1=O)Nc1ccc(C(=O)O)cc1,-3,0
COc1ccccc1N1CCN(C2CCN(C(=O)c3cc(OC)c(OC)c(OC)c3)CC2)CC1,-9,7
COc1ccc(S(=O)(=O)NNC(=O)c2cc3cc4ccccc4nc3s2)cc1,16,-7
O=C(C[n+]1ccc(Cc2ccccc2)cc1)Nc1ccc([N+](=O)[O-])cc1Cl,-9,13
Nc1ccc(NC(=O)NC2CCCCC2)cc1,8,-13
Cc1cccc(OCC(=O)Nc2c3c(nn2C(C)(C)C)CS(=O)(=O)C3)c1,4,-2
OC[C@@H]1CN(Cc2ccc(F)cc2)C[C@H](n2cnc3c(N4CCOCC4)ncnc32)O1,5,6
CC(OC(=O)c1ccc(Cl)c(S(N)(=O)=O)c1)C(=O)NCC1CCCCC1 (stereo not given),-1,-5
CC(C)C[C@@H](CO)NS(=O)(=O)c1c(F)cccc1F,6,-6
O=c1ccc2[n+]([O-])c3ccc(O)cc3oc-2c1,5,-4
CCOc1cc(C2C3=C(CCCC3=O)NC3=C2C(=O)CCC3)ccc1OCCO,17,-13
Cn1/c(=N/N=C/c2ccc(N3CCOCC3)cc2)sc2ccccc21,-2,13
CC(=O)Nc1ccc(CN2CCCC(C(=O)c3ccc(C(F)(F)F)cc3)C2)cc1 (stereo not given),-4,-2
COc1ccc(OC)c(NC(=O)c2cc3c(cc2Cl)N2CCCCCC2=NS3(=O)=O)c1,1,-1
Cc1cccc(C(=O)OC(C)C(=O)NC(=O)NC2CCCCC2)c1O (stereo not given),-2,3
CCC(C)NC(=O)COC(=O)c1oc2ccccc2c1CSc1ccc(Cl)cc1 (stereo not given),-12,-4
CCCCCC1CC1C(=O)N/N=C/c1ccc(N(C)C)cc1 (stereo not given),8,-14
CCN(CC(=O)NCc1ccc(F)cc1)C(=O)CCNS(=O)(=O)c1cccc(C)c1,-20,-4
COc1ccc(/C(O)=C2\C(=O)C(=O)N(c3cc(C)on3)C2c2ccc(OC)c(OC)c2)cc1OC (stereo not given),-14,4
COc1ccc(C)cc1S(=O)(=O)N1CCC2(CC1)OCCN2S(=O)(=O)c1ccccc1,-4,-5
C/C(CCc1ccc2c(c1)OCO2)=N\NC(=O)c1ccccc1Br,14,-7
Cc1ccc(C)c(OCCC(=O)OCC(=O)NCc2ccc(F)cc2)c1,3,0
CCOC(=O)c1c(-c2ccc(C)cc2)csc1NC(=O)CCN1CCOCC1,-7,13
CCOc1cc(C(=O)Nc2ccc(S(=O)(=O)Nc3cnc4ccccc4n3)cc2)cc(OCC)c1OCC,11,-10
O=C(NCc1cccnc1)c1cccc(Cl)c1,22,-2
O=C(CS(=O)CC(=O)Nc1cccc2c1CCCC2)Nc1ccc(F)cc1 (stereo not given),14,-6
O=C1NN(c2ccccc2)C(=O)/C1=C/c1ccc(-c2ccc(Cl)c(C(=O)O)c2)o1,-2,4
CCCN(C(=O)C1CSC2(C)CCC(=O)N12)c1c(N)n(Cc2ccccc2)c(=O)[nH]c1=O (stereo not given),1,2
Cn1cccc1CC(=O)N/N=C/c1ccc(C(C)(C)C)cc1,14,-11
CCOC(=O)C1(Cc2cccc(F)c2)CCN(CCCn2cccn2)CC1,6,-3
Cc1ccc(S(=O)(=O)N2CCOCC2)cc1NC(=O)CSc1nnc(N)s1,11,0
CCN1C(=O)c2ccccc2S(=O)(=O)c2ccc(C(=O)N3CCOCC3)cc21,-4,13
COc1ccccc1C(=O)Nc1ccnn1C1CCN(C/C=C/c2ccccc2)CC1,26,7
CC(NC(=O)CCCN1C(=O)c2ccccc2C1=O)c1ccc2c(c1)CCCC2 (stereo not given),1,11
O=C(CSc1ccccc1)N1CCC(N2CCC(C(=O)N3CCCC3)CC2)CC1,-4,6
CCN(CC)S(=O)(=O)c1cccc(C(=O)N/N=C(\C)c2ccc(O)cc2O)c1,29,-28
O=C(NCC12CC3CC(CC(C3)C1)C2)c1nn2c(c1Cl)NC(c1ccco1)CC2C(F)(F)F (stereo not given),-21,1
Cc1cccn2c(=O)c3cc(C#N)c(=NC(=O)c4ccco4)n(Cc4ccco4)c3nc12,7,14
COCCN1CC(C(=O)NCc2ccccc2-n2ccnc2C)CCC1=O (stereo not given),3,10

Looked up above:
`Cc1ccc(S(=O)(=O)N2CCOCC2)cc1NC(=O)CSc1nnc(N)s1` in TAG inh: 11
`COc1ccc(C2(CNC(=O)c3cc(OC)c(OC)c(OC)c3)CCCC2)cc1OC` in TAG inh DAPI viability: -4

Additional records
Compound,TAG inh,TAG inh DAPI viability
COc1ccc(-n2c(SC(C)C(=O)N3CCOCC3)nc3ccccc3c2=O)cc1 (stereo not given),10,-1
CC(=O)Nc1c(C(=O)O)oc2ccccc12,-7,-3
CCN(C(=O)COC(=O)c1ccc[nH]c1=O)c1cccc2ccccc12,-22,-15
O=C(NCc1ccc2c(c1)OCO2)C1CC(=O)N(c2ccc(O)cc2)C1 (stereo not given),0,15
C/C(=N\Nc1nc(N2CCOCC2)nc(N2CCOCC2)n1)c1cccc([N+](=O)[O-])c1,1,11
Cc1ccc(S(=O)(=O)N(C)C)cc1NC(=O)CSc1nc2ncc(Cl)cc2[nH]1,6,-8
c1cncc(COC2CCCN(Cc3nc(-c4cccs4)no3)C2)c1 (stereo not given),-6,0
CCN(CC)CCNC(=O)c1ccc(NC(C)=O)cc1,-33&-5,7&11

Only part of the results is shown; rates above refer to the full screens.
